AID2073: disruptors of CaV2.2 binding to Mint1 – biochemical, HTRF (AID 2073). HTRF protein-protein interaction, Mint1-CaV2.2; higher % means a stronger effect. inhibition, % at 20 µM; hits with a dose series show IC50 in µM. 290,000 tested, 0.19% active; in the data active means inhibition mostly above about 51%, no sharp cut-off; inconclusive means no clear call, values can overlap the other calls; inactive means mostly below about 53%; further: some results filed as inactive read as strong as hits
LYP inhibition: inhibitors of LYP phosphatase, biochemical, fluorescence intensity, uHTS (AID 1779); 290,000 tested, 0.054% active; inhibition, % at 11.5 µM, or IC50 in µM where a hit was titrated; recombinant LYP phosphatase, fluorescence intensity; higher % means a stronger effect;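 further: plate controls were vehicle with enzyme for no effect and no enzyme for full effect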
Myeloid diff 2: compounds promoting myeloid differentiation. 360,000 tested, 1% active. calls only at 10 µM. ER-HoxA9 myeloid progenitors, lysozyme-GFP differentiation, flow cytometry. AID 624256;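 active means normalized GFP-positive differentiation at or above the plate's own cutoff, the solvent-only control mean plus 3 SD; inconclusive means no clear call, values can overlap the other calls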;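 further: cells exposed to compound for four days before flow analysis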
Dengue-2 NS5 capping: flavivirus cap methylation enzyme inhibition – biochemical, confirmation dose response, primary screen (AID 588689); Dengue-2 NS5 methyltransferase capping enzyme assay, biochemical; higher % means a stronger effect; one-dose inhibition, % at 25 µM; IC50 in µM for titrated hits; 340,000 tested, 0.3% active; in the data active means a potency from the dose series; inconclusive means inhibition above about 29% without an active follow-up result
XIAP displacement: XIAP antagonists, biochemical, IAP family, fluorescence polarization (AID 1018) | XIAP BIR domain, fluorescence polarization peptide displacement; higher % means a stronger effect | one-dose displacement, % at 20 µM; IC50 in µM for titrated hits | 200,000 tested, 0.007% active; in the data active means displacement above about 50%; further: a part of the inactive calls stands beside numbers as strong as those of hits
Siah-1 displacement: Siah-1 peptide-binding antagonists, primary screen, biochemical, fluorescence polarization, rhodamine-plectin, uHTS (AID 1817); Siah-1 / rhodamine-plectin peptide fluorescence polarization; higher % means a stronger effect; displacement, % at 20 µM, or IC50 in µM where a hit was titrated; 290,000 tested, 0.02% active;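 active means displacement of at least 50% at 20 µM, with a fluorescence ratio check between 0.3 and a set limit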;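 further: plate controls were Siah plus tracer with DMSO for no effect and tracer alone without Siah for full effect; strong numbers were not always called active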
Lipid droplet: hepatic lipid droplet formation modulation; AML12 mouse hepatocytes, oleate lipid droplets, BODIPY imaging; inhibition, % at 6.5 µM; 240,000 tested, 0.4% active; AID 1656;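 active means lipid droplet intensity inhibited by at least 50%, with more than 500 cells counted; inconclusive means wells with under 300 cells, treated as cytotoxic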
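Material – mouse AML12 hepatocyte cell line, fixed after treatment · Compound dosing – one dose, 6.5 µM compound · Times – compound with oleate, overnight · Measured by – Image-based BODIPY and DAPI two-channel analysis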
HIV peptide binding: inhibitors of HIV fusion peptide binding, primary screen, biochemical, uHTS, fluorescence dequenching (AID 1986); cell-free peptide binding, fluorescence dequenching, 30 min; higher % means a stronger effect; one-dose inhibition, % at 20 µM; IC50 in µM for titrated hits; 290,000 tested, 0.3% active; in the data active means inhibition mostly above about 52%, no sharp cut-off; inactive means mostly below about 76%; further: some results filed as inactive read as strong as hits
NOD2 inhibition: inhibition of NOD2-driven NF-kB reporter – cell-based, luminescence, uHTS, HEK293 (AID 1566); HEK293 NOD2/NF-kB luciferase reporter, luminescence; higher % means a stronger effect; inhibition, % at 4 µM; hits with a dose series show EC50 in µM; 290,000 tested, 0.63% active; further: many of its hits are not listed in these tables
Lipid droplet cells 6.5 µM: also measured in Lipid droplet; calls as there; cell count; measured here: cell count, cytotoxicity flag;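 cells counted across two imaged fields per well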
Dengue-2 NS5 capping pilot replicate: also measured in Dengue-2 NS5 capping; calls as there; inhibition, %; measured here: pilot screen replicate inhibition
Myeloid diff 2 GFP+ MAC1+ %: also measured in Myeloid diff 2; calls as there; GFP+ MAC1+ double positive, %; measured here: differentiation confirmed by MAC1 staining
* hit, by the source's call; i = inactive; ? = inconclusive; . = no result given; + = active, no number. Unless noted, no stated cut-off is given here; in the data, active means inhibition above about 50%; inactive means the rest. The list is partial (hit frequency here may not be typical).

SMILES	AID2073	LYP inhibition	Myeloid diff 2	Myeloid diff 2 GFP+ MAC1+ %	Dengue-2 NS5 capping	XIAP displacement	Siah-1 displacement	Lipid droplet	Lipid droplet cells 6.5 µM	HIV peptide binding	NOD2 inhibition	others
Cc1[nH]c2ccccc2c1C(=O)NS(=O)(=O)Nc1ccc(F)cc1	5%	0%	+	4.3*	-5%	0.9%	5%	0	720	0.2%	-10%
CCCn1c(SC(C)C(=O)O)nc2ccccc21 (configuration not stated)	-14%	-2%	i	0.7	-8%	-4.4%	0%	15	807	0.3%	0%	Dengue-2 NS5 capping pilot replicate=3.0
CN(C)C(=O)/C(C#N)=C\c1cc(Br)c(Sc2ccc(Cl)cc2)o1	1%	7%	i	0.4	-1%	-3.0%	4%	-4	722	10%	-8%
O=C(O)CSCCCC(=O)Nc1ccc(Br)cc1	8%	0%	i	13	1%	-1.5%	-2%	.	.	4.1%	-19%
CC(C)Cc1ccc(S(=O)(=O)Nc2ccccn2)cc1	2%	-10%	i	0.7	-3%	.	1%	-22	689	0.0%	.
Cc1ccc2c(c1)cc1c(=O)[nH]ncn12	14%	-7%	i	0.7	8%	0.9%	0%	.	.	-2.0%	-25%
CC(=O)Nc1ccc(S(=O)(=O)N(c2cccnc2)S(=O)(=O)c2ccc(NC(C)=O)cc2)cc1	10%	-4%	i	2.4	5%	-2.5%	-1%	-25	735	2.1%	13%	Dengue-2 NS5 capping pilot replicate=1.2
COc1cc(SC)ccc1C(=O)OCC(=O)NC1CCCCC1	-4%	-4%	i	0.5	1%	-4.4%	6%	5	674	0.8%	-10%
CCN(CC)CCNC(=O)CNC(=S)N(CCCN1CCOCC1)Cc1cccs1	-10%	-1%	i	0.6	-9%	-10%	-6%	-8	734	-0.2%	-10%
O=C(CNC(=O)c1ccco1)OCC(=O)c1ccc(Br)cc1	8%	-7%	i	1.8	5%	.	-5%	26	853	0.4%	-3%
CC(C)(C)c1ccc(Cc2n[nH]c(=S)[nH]c2=O)cc1	-10%	-1%	i	0.5	-3%	.	5%	-2	843	3.7%	6%
O=C(CCN1CCOCC1)N1CCCC(Nc2ccc(F)cc2)C1 (configuration not stated)	4%	1%	i	0.8	-9%	.	0%	4	750	-0.2%	4%
C=CCOc1ccc(C2NC(=S)NC3=C2CCc2ccccc23)cc1 (configuration not stated)	-7%	-1%	i	0.8	12%	.	3%	0	745	-2.3%	1%
COc1ccc(CC(=O)NNC(=S)NC(=O)c2cccnc2)cc1	-37%	-1%	i	0.6	-3%	.	-10%	-5	712	-1.0%	13%
O=C(O)CC(NS(=O)(=O)Cc1ccccc1)c1cccc([N+](=O)[O-])c1 (configuration not stated)	-3%	-5%	i	0.6	1%	.	-3%	6	849	-1.3%	18%
Cc1onc(-c2ccccc2)c1CNC(=O)Nc1ccc(F)cc1F	22%	-10%	i	0.3	-4%	.	-1%	2	767	0.1%	28%
COc1ccc(OC)c(NC(=O)Nc2nnc(N3CCCCC3C)s2)c1 (configuration not stated)	-9%	3%	i	0.4	0%	.	-3%	16	705	-2.4%	8%
COc1ccc(OC)c(CCNC(=O)Cn2cccc2C(=O)c2ccccc2)c1	4%	-12%	?	.	1%	.	0%	-9	680	-0.1%	6%
O=C(NCc1ccccn1)C1CC(c2ccccc2O)=NO1 (configuration not stated)	11%	0%	i	0.0	4%	-6.2%	5%	1	704	-0.6%	5%
CC1(C)C2CCC1(C)C(OC(=O)CNc1ccccc1)C2 (configuration not stated)	49%	-4%	i	0.2	1%	.	0%	7	667	-1.1%	18%

For reference, part of the list above:
SMILES	AID2073	LYP inhibition	Myeloid diff 2	Myeloid diff 2 GFP+ MAC1+ %	Dengue-2 NS5 capping	XIAP displacement	Siah-1 displacement	Lipid droplet	Lipid droplet cells 6.5 µM	HIV peptide binding	NOD2 inhibition	others
CN(C)C(=O)/C(C#N)=C\c1cc(Br)c(Sc2ccc(Cl)cc2)o1	1%	7%	i	0.4	-1%	-3.0%	4%	-4	722	10%	-8%
O=C(O)CSCCCC(=O)Nc1ccc(Br)cc1	8%	0%	i	13	1%	-1.5%	-2%	.	.	4.1%	-19%
CC(C)Cc1ccc(S(=O)(=O)Nc2ccccn2)cc1	2%	-10%	i	0.7	-3%	.	1%	-22	689	0.0%	.
Cc1ccc2c(c1)cc1c(=O)[nH]ncn12	14%	-7%	i	0.7	8%	0.9%	0%	.	.	-2.0%	-25%
CC(=O)Nc1ccc(S(=O)(=O)N(c2cccnc2)S(=O)(=O)c2ccc(NC(C)=O)cc2)cc1	10%	-4%	i	2.4	5%	-2.5%	-1%	-25	735	2.1%	13%	Dengue-2 NS5 capping pilot replicate=1.2
COc1cc(SC)ccc1C(=O)OCC(=O)NC1CCCCC1	-4%	-4%	i	0.5	1%	-4.4%	6%	5	674	0.8%	-10%
CCN(CC)CCNC(=O)CNC(=S)N(CCCN1CCOCC1)Cc1cccs1	-10%	-1%	i	0.6	-9%	-10%	-6%	-8	734	-0.2%	-10%
O=C(CNC(=O)c1ccco1)OCC(=O)c1ccc(Br)cc1	8%	-7%	i	1.8	5%	.	-5%	26	853	0.4%	-3%
CC(C)(C)c1ccc(Cc2n[nH]c(=S)[nH]c2=O)cc1	-10%	-1%	i	0.5	-3%	.	5%	-2	843	3.7%	6%
O=C(CCN1CCOCC1)N1CCCC(Nc2ccc(F)cc2)C1 (configuration not stated)	4%	1%	i	0.8	-9%	.	0%	4	750	-0.2%	4%
C=CCOc1ccc(C2NC(=S)NC3=C2CCc2ccccc23)cc1 (configuration not stated)	-7%	-1%	i	0.8	12%	.	3%	0	745	-2.3%	1%

Continued.
SMILES	AID2073	LYP inhibition	Myeloid diff 2	Myeloid diff 2 GFP+ MAC1+ %	Dengue-2 NS5 capping	XIAP displacement	Siah-1 displacement	Lipid droplet	Lipid droplet cells 6.5 µM	HIV peptide binding	NOD2 inhibition	others
O=C(Nc1ccc(F)cc1)c1nc[nH]c1C(=O)O	6%	-1%	i	1.0	6%	.	4%	-7	794	4.2%	1%
CC(Sc1ccc(Cl)cc1)C(=O)NCc1ccc2c(c1)OCO2 (configuration not stated)	2%	-4%	i	0.7	6%	-3.0%	0%	-10	697	1.2%	-29%
O=C1CC(c2ccccc2)c2cccc(F)c21 (configuration not stated)	14%	-7%	i	0.4	-1%	.	2%	6	810	-0.9%	-4%
CN(C)S(=O)(=O)c1cccc(NC(=O)NCCCl)c1	7%	-1%	i	0.1	-10%	.	4%	2	714	0.1%	-1%
Cc1ccc(Oc2ncccc2C(=O)NCC(=O)O)cc1	7%	-11%	i	0.9	11%	.	3%	9	708	-1.1%	-2%
CCOC(=O)c1nc(Nc2ccccc2CC)c2ccccc2n1	-8%	0%	i	0.6	3%	.	0%	2	758	2.1%	-7%
CC(C)OP(C)(=O)CN1CCN(CP(C)(=O)OC(C)C)CC1 (configuration not stated)	21%	-3%	i	1.3	-2%	1.9%	-3%	.	.	1.2%	18%
Cc1[nH]n(-c2ccccc2)c(=O)c1/C=N/NC(=O)C(C)C	1%	-3%	i	2.1	6%	3.0%	-9%	9	689	3.3%	24%
Cc1ccc(NS(=O)(=O)c2ccc(OCC(N)=O)cc2)cc1	-3%	-5%	i	0.3	-6%	-2.2%	4%	19	674	0.4%	8%
CCOc1ccc(-c2c(C(=O)N/N=C/c3ccco3)nnn2-c2nonc2N)cc1	13%	-7%	i	2.8	-1%	.	-6%	-28	714	0.1%	22%
COc1ccc(NC(=O)CSc2nc(C)cc(C)n2)c([N+](=O)[O-])c1	8%	-8%	i	0.1	6%	-1.2%	-3%	-4	748	0.0%	16%
N/C(=N\OC(=O)COc1ccccc1Cl)c1ccc(Cl)cc1	0%	4%	i	0.1	7%	-6.0%	5%	4	638	2.9%	-17%
CCOC(=O)c1ccc(NC(=O)CCn2nnc3ccccc32)cc1	7%	0%	i	0.6	-6%	-1.5%	4%	-28	748	-0.1%	-2%
Cc1cc(-c2csc(Nc3ccccn3)n2)ccc1F	2%	-7%	i	0.3	-9%	.	-6%	2	853	1.0%	-103%
Cc1cc(C)nc(SCC(=O)N/N=C/C=C/c2ccccc2)n1	-2%	0%	i	0.4	23%	-6.6%	-3%	19	520	-3.3%	15%
O=C(C1CCN(S(=O)(=O)c2ccc3ccccc3c2)CC1)N1CCN(c2ncccn2)CC1	2%	-5%	i	0.9	9%	-2.9%	3%	.	.	-0.3%	10%
CCOC(=O)c1cc(-c2ccc(N3CCOCC3)cc2)nn1-c1ccccc1	2%	-2%	i	0.3	-5%	-1.1%	-6%	-3	675	-1.2%	13%
COc1ccc(-c2csc(NC(=O)COC(=O)c3ccc(Br)o3)n2)cc1	35%	-10%	.	.	.	-3.3%	3%	4	633	-0.9%	-51%
CCOC(=O)CSC1=C(C#N)C(c2ccc(Cl)cc2)CC(=O)N1 (configuration not stated)	2%	-5%	i	1.0	0%	-1.3%	-2%	.	.	8.8%	20%
Cc1ccc(OCCCC(=O)N2CCOCC2)cc1	-3%	-1%	i	1.7	8%	-3.1%	-3%	.	.	-1.2%	-3%
COc1ccc(C(=O)N2CCC(C(=O)N3CCN(Cc4ccccc4)CC3)CC2)cc1	7%	-8%	i	0.7	1%	.	2%	-4	844	-1.4%	5%
Cc1ccc(S(=O)(=O)N(C)C)cc1NC(=S)Nc1ccc2[nH]c(=O)[nH]c2c1	20%	-7%	i	0.2	-5%	-2.6%	3%	2	695	-0.4%	6%
Cc1sc2nc(SCC(=O)NCc3ccco3)n(CCc3ccccc3)c(=O)c2c1C	19%	2%	i	1.2	-5%	-8.4%	10%	-11	651	-1.7%	16%
COc1ccc(CN2CCN(c3cccc(C)c3C)CC2)cc1OC	3%	-10%	i	0.4	-8%	-5.8%	2%	-8	799	0.6%	4%	Dengue-2 NS5 capping pilot replicate=0.6
O=C1NCCCc2nc(Oc3ccccc3)sc21	9%	-8%	i	0.4	1%	-0.1%	6%	.	.	0.4%	-3%

Assay outcomes deposited in PubChem BioAssay by several laboratories.
